12-LOX inh = inhibitors of human 12S-lipoxygenase ALOX12 | purified 12hLO, xylenol orange hydroperoxide absorbance | actives 1.1% (n = 580,000) | Potency, µM (titrated, usually from 108 µM), without a hit: at the highest dose activity change, negative = inhibition, usual class: inhibitors; active = well fitted inhibition curve with a large enough effect; inconclusive = small, poorly fitted or top-dose-only effect, or another doubt; inactive = no such curve, though single readings can be large or run the other way
Target sequence (P18054 whole entry, looked up): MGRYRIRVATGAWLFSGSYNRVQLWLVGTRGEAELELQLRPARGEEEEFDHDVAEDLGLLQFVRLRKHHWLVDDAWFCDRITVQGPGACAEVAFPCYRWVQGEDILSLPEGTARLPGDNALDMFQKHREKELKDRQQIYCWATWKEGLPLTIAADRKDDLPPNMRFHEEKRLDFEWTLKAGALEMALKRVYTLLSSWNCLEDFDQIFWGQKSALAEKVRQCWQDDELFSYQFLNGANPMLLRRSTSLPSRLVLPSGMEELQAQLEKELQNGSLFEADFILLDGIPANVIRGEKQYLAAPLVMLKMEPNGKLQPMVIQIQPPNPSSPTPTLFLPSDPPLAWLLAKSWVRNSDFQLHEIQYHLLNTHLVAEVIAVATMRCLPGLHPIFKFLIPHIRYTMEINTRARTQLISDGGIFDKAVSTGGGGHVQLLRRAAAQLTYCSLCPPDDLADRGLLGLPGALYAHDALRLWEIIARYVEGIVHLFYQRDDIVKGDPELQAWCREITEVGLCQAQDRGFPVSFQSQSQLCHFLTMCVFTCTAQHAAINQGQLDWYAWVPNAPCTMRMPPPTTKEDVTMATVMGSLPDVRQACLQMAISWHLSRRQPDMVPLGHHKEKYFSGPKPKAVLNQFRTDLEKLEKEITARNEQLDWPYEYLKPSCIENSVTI
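Purified human 12hLO (150 nM final) in 25 mM Hepes, 0.01% Triton X-100, pH 7.0 was preincubated 15 min at room temperature with compound. Then 40 uM arachidonic acid was added, 30 min. Hydroperoxide was read by Fe-XO absorbance ratio 573/405 nm.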
* = called active by the depositor; ? = inconclusive; [ ] = another dose, or the depositor's remark. % is scaled to controls: 0 for no effect and ±100 for the full control effect; potency is read from the fitted curve at half-maximal effect.

SMILES | 12-LOX inh
Cc1n[nH]c(C)c1CCC(=O)NC1CCc2nn(C)c(=O)n2CC1 (stereo not given) | 39%[activator]
CCN(CCO)c1nc2sc(C)c(C)c2c2nc(-c3ccccc3)nn12 | ?
CC(=O)c1cccc(S(=O)(=O)NCCC(=O)NC(C)C)c1 | -4%
O=S(=O)(c1ccc(NC(=S)N2CCCCC2CO)cc1)N1CCOCC1 (stereo not given) | -1%
COC(=O)[C@]12CCCCC=C1N(CCc1ccc(OC)c(OC)c1)C(=O)[C@H](CC(=O)NCc1cccs1)C2 | 7%
COc1ccc(C(=O)N2CCC[C@H]2c2nc(-c3ccc(OC)c(OC)c3)no2)cc1 | 6%
CC(C)C(NS(C)(=O)=O)C(=O)NCc1cc(F)cc(F)c1 (stereo not given) | 9%
Cc1ccc(C(=O)Nc2cc(-c3nn(C)c(=O)c4ccccc34)ccc2N2CCOCC2)cc1 | 6%
COc1ccc(C)cc1NC(=O)N(C)CC1CCOCC1 | 1%
CC(C)N(Cc1cnn(C)c1)C(=O)C1CC(=O)N(c2ccccc2)C1 (stereo not given) | -9%
Cc1cc(C(=O)N2CCc3nnc([C@@H]4C[C@@H](O)CN4C(C)C)n3CC2)nn1C | 45%
CCc1ccc(NC(=O)CCCOc2cc(=O)n(C)c3ccccc23)cc1 | 2%
Cc1cc(N/N=C/c2ccc(Cl)c([N+](=O)[O-])c2)nc2ccccc12 | ?
CC(C)c1noc(N2CCC(COc3ccc(-c4ccc(S(C)(=O)=O)cc4)nc3)CC2)n1 | -25%[57.4 µM]
O=c1n(-c2ccc(F)cc2F)nc2n1CCN(CC1CC1)C2 | 30%[176 µM]
CCc1cc(=O)oc2c(C)c(OCc3ccccc3)ccc12 | 4%
COc1ccc(CN2CCNc3cnc(OCc4cccnc4)cc3C2)cn1 | 72%[activator][176 µM]
COc1ccc(C(=O)N2CC[C@](C)(O)C(C)(C)C2)cc1Cl | 13%
COCC(=O)N[C@@H]1CN(C(=O)c2ccoc2)CC[C@@H]1c1nc(C)no1 | 81%[activator]
Cc1ccc2c(Cl)cc(Cl)c(OCC(=O)NCCC#N)c2n1 | 7%
O=C(Nc1cccc(OCC2CCCO2)c1)C1CCCCC1 (stereo not given) | -2%
CCc1nc(-c2c3n(c(=O)n(Cc4cc(F)ccc4F)c2=O)CCCCC3)no1 | 6%
CC(C)OCCCNC(=O)C1Cn2cccc2C(=O)N1C (stereo not given) | 6%
Cc1ccc(S(=O)(=O)N2[C@H](c3ccc(Cl)cc3)CC(=O)[C@@H]3CN(S(=O)(=O)c4ccccc4C)[C@H](c4ccc(Cl)cc4)C[C@@H]32)cc1 | ?
O=C(Cc1ccc(F)cc1)N1CCc2nc(C3CC3)nc(-c3ccc(Cl)cc3)c2C1 | -16%
More compounds.
SMILES | 12-LOX inh
O=S(=O)(Nc1ccccc1-c1n[nH]c(C2CC2)n1)c1ccc(F)cc1Cl | ?
O=C(O)c1cccc(OCc2nnnn2-c2ccc(Cl)c(Cl)c2)c1 | 5%
CCCCCn1c(SCc2ccc(C)cc2)nc2c1c(=O)[nH]c(=O)n2C | 24%
COc1cc(/C=C2/NC(=O)NC2=O)cc(Cl)c1OCc1ccc(C(=O)O)cc1 | ?
O=C(NCCc1ccc(Cl)cc1)C1CCc2nnc(-c3ccc(Cl)cc3Cl)n21 (stereo not given) | 1%[6.33 µM]
Cc1ccccc1C(=O)N1CCn2c(nn(-c3ccc(F)cc3)c2=O)C1 | 9%[176 µM]
NC(=O)CNC(=O)c1ccc(CNCc2ccc(C(F)(F)F)cc2)cc1 | -4%
O=C(COc1cc(O)c2c(=O)cc(-c3ccccc3)oc2c1)NCCOCCO | 0%
CC(=O)Nc1ccc(C(=O)NC[C@@H]2C=C(C)[C@H](CC(=O)NC3CCCC3)C[C@H]2C(C)C)cc1 | 7%
Cc1cc(F)ccc1NC(=O)c1ccc2c(c1)n(Cc1cccc(F)c1)c(=O)c1ccnn12 | -7%
COC(=O)C(C)NC(=O)c1ccc(COC(C)=O)cc1 (stereo not given) | 40%[activator]
CC(C(=O)NCCc1ccccc1)N1C(=O)COc2ccc(C(=O)COc3ccc(Cl)cc3)cc21 (stereo not given) | 7%
COCCC(=O)N1CCc2nc(N3CCN(C)CC3)sc2C1 | 2%
O=C(c1cccs1)N1CCC(c2nc(C3CCOCC3)no2)C1 (stereo not given) | 5%
Cc1cccc(N2CCN(Cc3ncc(-c4ccc(Cl)cc4)o3)CC2)c1 | -14%
Cn1c(=O)c2c(nc(NCc3ccccc3)n2CC(O)CO)n(C)c1=O (stereo not given) | 3%
COc1ccc(CNC(=O)C[C@@H]2C[C@H]3c4cc(NC(=O)C5CCC5)ccc4O[C@H]3[C@@H](CO)O2)cc1 | 0%
Cc1cc(C[C@@H]2COC[C@@H]2NC(=O)c2ccc(CSc3ncccn3)o2)on1 | -9%
O=C(O)C1=NOC2CN([S+](=O)([O-])c3cc(C(F)(F)F)cc(C(F)(F)F)c3)CC12 (stereo not given) | -2%[6.33 µM]
COc1ccc(C(=O)N[C@H]2CC[C@]3(C)CCC([C@H](C)C(=O)N(C)Cc4cccnc4)[C@H](O)[C@H]3[C@@H]2C)cc1 (stereo not given in full) | 95%[activator]
COc1ccc(-c2cc(CC3(NCc4cccc(OC)c4)COC3)no2)cc1 | 20%[176 µM]
O=C(c1ccncc1)N1CC2CCC(C1)N2Cc1ccc(-c2ccccc2)cc1 | 67%[activator]
Cc1noc(C)c1S(=O)(=O)N1CC(c2noc(C3CCCN3C)n2)C1 (stereo not given) | 42%[activator]
O=C(Cc1cccnc1)N1CCC(Oc2ccccc2-c2nc(C3CC3)no2)C1 (stereo not given) | 30%[activator]
O=C(Nc1ncn[nH]1)c1cccc(S(=O)(=O)N2CCCCC2)c1 | -5%

A draw from above in order of heavy-atom count, rising.
SMILES | 12-LOX inh
COC(=O)C(C)NC(=O)c1ccc(COC(C)=O)cc1 (stereo not given) | 40%[activator]
CCCCCn1c(SCc2ccc(C)cc2)nc2c1c(=O)[nH]c(=O)n2C | 24%
COc1ccc(-c2cc(CC3(NCc4cccc(OC)c4)COC3)no2)cc1 | 20%[176 µM]

Carrying on:
SMILES | 12-LOX inh
CC(C)c1ccc(NC(=S)NC2CCSc3ccccc32)cc1 (stereo not given) | 35µM*
CN(C)CCSc1nc(N2CCOCC2)c2c(c1C#N)CCCC2 | ?
C=C1C(=CC=C2CCC[C@]3(C)[C@@H]([C@H](C)C=C[C@H](C)C(C)C)CC[C@@H]23)C[C@@H](O)C[C@@H]1O | -53%[57.4 µM]
C=CCn1c(N2CCN(c3ccccc3)CC2)nc2c1c(=O)[nH]c(=O)n2C | 9%
O=C(CSc1nc2ccccc2c(=O)n1-c1ncn[nH]1)Nc1cccc(F)c1 | 2%
Cc1cccc(C2CCCN2C(=O)c2cc(C(C)C)on2)c1 (stereo not given) | -5%
Cc1nc2scc(CC(=O)NCc3ccco3)n2c(=O)c1-c1cc(C)n(-c2ccccc2F)n1 | 1%
O=C(COC(=O)c1sc2cc(F)ccc2c1Cl)Nc1ccccc1 | -28%
NC(=O)c1ncn([C@@H]2O[C@H](C(=O)Nc3ccc(C(=O)N4CCCCC4)cc3)[C@@H](O)[C@H]2O)n1 | 12%
CNC(=O)c1ccc(-c2nc(CN3CCN(S(=O)(=O)c4ccccc4)CC3)c(C)o2)cc1 | -23%
COCCNc1ccc2nnc(-c3ccc(OC)cn3)n2n1 | ?
CCCc1noc(-c2cccn3c(CNC(=O)c4cc(Cl)ccc4F)nnc23)n1 | 77%[activator]
COc1cccc(-c2cc(C(=O)O)c3cc(C)cc(C)c3n2)c1 | -2%
Cc1ccc(-c2nnn(Cc3cc(Cl)c4c(c3)OCCCO4)n2)cc1 | ?
CCCNC(=O)C1COC2(CCN(C(=O)c3ccccc3F)CC2)N1C(=O)c1cccc(F)c1 (stereo not given) | 83%[activator]
COc1ccc2c3c(n(C(=O)OC(C)(C)C)c2c1)C1CC=C(COC(C)=O)CN1CC3 (stereo not given) | 0%
Cc1ccc(NC(=O)Cn2c(=O)c3c(C)cc(C)nc3n(-c3ccccc3)c2=O)c(Cl)c1 | -24%
Cc1csc(CNC(=O)c2ccc(CNC(=O)c3cccs3)cc2)n1 | ?
CCn1cc(S(=O)(=O)N2CCC3(CC2)CC(N2CCOCC2)CCO3)cn1 (stereo not given) | 33%
O=C(c1ccco1)N1CCC(C(=O)N2CCN(C(=O)c3ccco3)CC2)CC1 | 2%
CC1=C[C@@H](CN2CCN(c3ncccn3)CC2)[C@H](C(C)C)C[C@H]1Cc1nnc(-c2ccc(N(C)C)cc2)o1 | -31%
CC(C)(C)S(=O)(=O)N1C[C@@H]2C(=C(CCO)C[C@@H]3C(=O)N(c4ccccc4)C(=O)[C@@H]32)[C@H]1CCO | -11%
CCOC(=O)C1CCN(C(=O)C2COC3(CCC(C)CC3)N2C(=O)c2cccc(F)c2)CC1 (stereo not given) | 40%
O=C(CCCc1c[nH]c2ccccc12)NC1CCc2n[nH]c(=O)n2CC1 (stereo not given) | 7%
COc1cc(/C=C(/C#N)c2nc3ccccc3[nH]2)cc2c1OCCO2 | 25%
Further compounds follow.
SMILES | 12-LOX inh
CCOc1ccc(Nc2nc(N3CCOCC3)c3cnn(C)c3n2)cc1 | 52%[activator]
Cc1ccc(Cc2c(-c3ccc(Br)cc3)nc3ccc(Br)cn23)cc1 | ?
Cc1cccc(-n2c(SCC(=O)N3CCOCC3)nc3ccccc3c2=O)n1 | 1%
COc1ccc(CN2C[C@H](O)C[C@H]2c2nc(-c3ccc4c(c3)OCO4)no2)c(OC)c1OC | 1%
N#Cc1ccc(C(=O)NCCc2cccnc2)cc1 | -4%
Cc1ccc(-n2cc(-c3ccccc3)c3c(N4CCN(CCO)CC4)ncnc32)cc1Cl | ?
Cc1ccc(-c2nc(NC(C)(C)CO)nc3ccccc23)cc1 | 3%
Cc1ccccc1NC(=O)c1cc2c(=O)n3cccc(C)c3nc2n1Cc1ccccc1 | -10%
CCCCCCCn1c(CN2CCN(c3ccccc3F)CC2)nc2c1c(=O)n(C)c(=O)n2C | 35%
COc1ccccc1CNC(=O)CSc1nc2[nH]ncc2c(=O)n1-c1ccccc1 | -1%
O=c1c2c3c(sc2ncn1-c1ccc(Br)cc1)CCCC3 | -14%
Cc1cnc(C)c(-c2cc(F)cc3c2OC(CNC(=O)C2CCOC2)C3)n1 (stereo not given) | 14%
Brc1ccc(-c2noc(-c3ccc4c(c3)OCO4)n2)o1 | ?
O=C(c1ccn[nH]1)N1CCC(c2nc(CCOCC3CCCC3)no2)C1 (stereo not given) | 78%[activator]
Cc1cc2nc3n(c(=O)c2n1CC(=O)Nc1cccc(C(C)C)c1)CCCC3 | ?
CSc1ccc(NC(=O)/C=C/c2cccs2)cc1 | 9%
COc1cc(-n2ccc3c(nnc4c(-c5cccc(Cl)c5)c(C)nn43)c2=O)cc(OC)c1OC | 1%
O=C(NCC1CCOCC1)c1cccc2c(-c3cccnc3)coc12 | 1%
CC(Sc1nnc(-c2cccs2)n1-c1ccccc1)C(=O)Nc1ccc2c(c1)OCO2 (stereo not given) | -22%
CCN1C(=O)COc2ccc(-c3nc(NC(=O)c4cccnc4)sc3C)cc21 | ?
Cc1nnc([C@@H]2CC(F)(F)CN2C(=O)c2conc2C)o1 | 17%
CCc1nc2ccc(C(=O)N(C)CCN(C)C)cn2c1N(C)CCC(C)C | -1%
CN(Cc1cccnc1)c1nc2c(c(=O)[nH]1)CCN(Cc1cccc(F)c1)CC2 | 9%
CCc1nc2ccc(C(=O)NCc3ccc(OC)cc3)cn2c1N(C)C(=O)Cc1ccccc1 | -10%
CCC(CO)Nc1ncnc2c1CN(C1CCCNCC1)C(=O)CN2C (stereo not given) | -20%[6.33 µM]

The closing 6 records of the section above come first, to join the parts:
SMILES | 12-LOX inh
CCN1C(=O)COc2ccc(-c3nc(NC(=O)c4cccnc4)sc3C)cc21 | ?
Cc1nnc([C@@H]2CC(F)(F)CN2C(=O)c2conc2C)o1 | 17%
CCc1nc2ccc(C(=O)N(C)CCN(C)C)cn2c1N(C)CCC(C)C | -1%
CN(Cc1cccnc1)c1nc2c(c(=O)[nH]1)CCN(Cc1cccc(F)c1)CC2 | 9%
CCc1nc2ccc(C(=O)NCc3ccc(OC)cc3)cn2c1N(C)C(=O)Cc1ccccc1 | -10%
CCC(CO)Nc1ncnc2c1CN(C1CCCNCC1)C(=O)CN2C (stereo not given) | -20%[6.33 µM]
O=C(Cc1cccnc1)N1CCCC(Cc2noc(-c3ccccc3)n2)C1 (stereo not given) | 11%
COC1C(=O)N(C2CCN(C(=O)NCc3ccccc3)CC2)C12CCOCC2 (stereo not given) | 1%
CC(=O)N1CCN(C(=O)C[C@@H]2CCNC[C@@H]2Cc2cc(CN3CCOCC3)on2)CC1 | 24%[176 µM]
COCc1nn2c3c(cnc2c1-c1cccc(Cl)c1)C(=O)CC(c1cccs1)C3 (stereo not given) | -13%
COc1cc2c(cc1C(=O)N1CCC3(CC(=O)NC3=O)C1)CCC2 (stereo not given) | 2%
C/C(=N\NC(=O)c1ccc(C(C)(C)C)cc1)c1ccc(C)c(C)c1 | 28%
CN(Cc1cc(Cl)cc(Cl)c1)[C@H]1C[C@H]2c3[nH]c4ccccc4c3CCN2C(=O)[C@H]1CO | ?
Cn1c(CN2CCC(O)CC2)nnc1C1CCCN(C(=O)CCN)C1 (stereo not given) | -18%

An excerpt of these results, with each value named.
> CC1=C[C@@H](CN2CCN(c3ncccn3)CC2)[C@H](C(C)C)C[C@H]1Cc1nnc(-c2ccc(N(C)C)cc2)o1
- 12-LOX inh: -31%
> CC(C)(C)S(=O)(=O)N1C[C@@H]2C(=C(CCO)C[C@@H]3C(=O)N(c4ccccc4)C(=O)[C@@H]32)[C@H]1CCO
- 12-LOX inh: -11%
> CCOC(=O)C1CCN(C(=O)C2COC3(CCC(C)CC3)N2C(=O)c2cccc(F)c2)CC1 (stereo not given)
- 12-LOX inh: 40%
> O=C(CCCc1c[nH]c2ccccc12)NC1CCc2n[nH]c(=O)n2CC1 (stereo not given)
- 12-LOX inh: 7%

Compound activity deposited in PubChem by National Center for Advancing Translational Sciences (NCATS).

An excerpt (hit frequency here may not be typical).
